High-throughput results (PubChem BioAssay)
IkB signaling = IkB Signaling. ABC-DLBCL IkBa-CBG/CBR dual luciferase ratio, 4 h; response scale: scaled: untreated 0%, proteasome inhibitor 100%. Potency, µM (top dose mostly 57.1 µM), for inactives: at the top dose IkBa stabilization activation. hit rate 0.04% among 110,000. AID 445, 2006; active means well fitted curve in the direction sought with a large enough effect in the signal ratio, not every such curve was filed as active; inconclusive means small, poorly fitted or top-dose-only effect, or a change in a side signal; the % refers to the signal ratio;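 further: the direction sought is a rising ratio; 0% = basal untreated cells and 100% = reference inhibitor full response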
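Curves were fitted separately to fusion (green), unfused (red) and ratio luminescence, then classed by r2, magnitude and activity. Cells: OCI-Ly3, 4 h compound plus doxycycline at 37C; 10 uM MG-132 defined full response.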
p53ts 32C kill = qHTS Screen for Compounds that Selectively Target Cancer Cells with p53 Mutations: Cytotoxicity of p53ts Cells at the Permissive Temperature. H1299-p53A138V at 32C, ATP luminescence viability, 24 h. Potency, µM (series often up to 46.1 µM), without a hit: at the highest dose activity change, negative = cytotoxicity, usual class: cytotoxic. AID 924, 2007. hit rate 0.93% among 130,000;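 further: 0% = DMSO and -100% = full killing by reference compound; nearly all actives have a fitted effect of over 55% in size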
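Cells: H1299 p53ts (A138V), 600/well, pre-incubated 16–30 h at 37C. Cpd up to 46 uM, 24 h, 32C. Readout: ATPlite luminescence, 20 min RT. Normalization: DMSO vs tamoxifen 100 uM. AC50 by Hill equation.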
p53ts 39C tox = qHTS Screen for Compounds that Selectively Target Cancer Cells with p53 Mutations: Cytotoxicity of p53ts Cells at the Nonpermissive Temperature; H1299-p53A138V viability at 39C, ATP luminescence, 24 h; hit rate 1.5% among 130,000; Potency, µM (series often up to 46.1 µM), inactives show at the highest dose activity change, negative = cell killing, usual class: cytotoxic; further: nearly all actives have a fitted effect of over 55% in size
Imprint erasure = qHTS Assay for Compounds that Induce Erasure of Genomic Imprints; hit rate 0.02% among 110,000; AID 1948, 2009; mouse ES Peg3-LacZ reporter, beta-gal luminescence, 40 h; Potency, µM (top dose mostly 60.7 µM), for the others: at the highest dose activity change, positive = activation, usual class: activators;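 further: 0% = negative control wells on the plate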
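Imprint erasure is scored as LacZ activity from the silenced maternal Peg3 allele in feeder-free female ES cells cultured 40 h with LIF. Luminescence is normalized to in-plate negative controls and fitted to the Hill equation.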
Active calls of the source: *; ? = inconclusive; / = not tested or not shown; & = joins results of further samples; [ ] = remark or other dose. Unless noted, the call rests on the fitted dose curve; in most records, active means well fitted curve in the direction sought with a large enough effect; inconclusive means small, poorly fitted or top-dose-only effect, or another doubt; inactive means no such curve, though single readings can be large; an effect the other way counts as inactive or inconclusive. Unless noted, on the % scale 0 is the no-effect control and ±100 the full control effect; potency means the concentration at half of the fitted maximal effect.

SMILES	IkB signaling	p53ts 32C kill	p53ts 39C tox	Imprint erasure
O=C(c1ccco1)N1CCC2(CC1)CN(C(c1ccccc1)c1ccccc1)C2	2.5%[11.4 µM]	0%	-17%	/
CC(=O)Nc1ccc(S(=O)(=O)NCc2csc(-c3cccnc3)n2)cc1	1.2%	-11%	7%	1%
CC(N)=NCc1cccc(CN)c1	0.3%&-2.3%	-7%&-8%	0%&-2%	-5%&-4%
COc1ccc(C2CC(=O)c3cc(-c4nc(-c5cccc([N+](=O)[O-])c5)cs4)c(=O)n(-c4ccc(C)c(C)c4)c3C2)cc1 (stereo unspecified)	-0.5%	12%	38%	5%[10.9 µM]
CCCc1cc(=O)[nH]c(Nc2cc(Cl)ccc2OC)n1	-1.8%	7%	-2%	-6%[10.9 µM]
COc1ccc(Cl)cc1NC(=O)CN1c2ccccc2S(=O)(=O)c2ccccc21	?	6%	-16%	-13%[10.9 µM]
COc1ccc(-c2nc(CNS(=O)(=O)c3cccc(F)c3)cs2)cc1	?	2%	-13%	-5%[10.9 µM]
O=C(COC(=O)c1ccc(Br)o1)NCCCc1ccccc1	2.2%	-5%	-7%	-4%
O=C(C1CCN(S(=O)(=O)c2cccc3cccnc23)CC1)N1CCN(C2CCCC2)CC1	-1.7%	-5%	10%	-12%
Cc1ccc(C(=O)Nc2cccc(C(=O)OCc3cc(=O)n4nc(C5CC5)sc4n3)c2)cc1	?	-4%	-19%	-9%[10.9 µM]
Cc1ccc(C)c2[nH]c(=O)c(C(c3nnnn3Cc3ccco3)N3CCc4ccccc4C3)cc12 (stereo unspecified)	?	9%	-10%	-4%
COc1cc(OC)c2c(C)c(CC(=O)NCCc3ccccc3OC)c(=O)oc2c1	-1.2%	2%	-3%	-8%[10.9 µM]
COc1ccc(OC)c(-c2cc(C(=O)Nc3c(C)nn(Cc4ccc(C)cc4)c3C)no2)c1	?	4%	15%	-13%[10.9 µM]
c1ccc(N2CCN(c3ncnc4c3oc3ccccc34)CC2)cc1	?	?	-18%	-14%
Cn1c(=O)oc2cc(S(=O)(=O)N3CCC(C(=O)NCc4cccs4)CC3)ccc21	-0.6%	-6%	6%	-8%
O=C(Nc1cccc(OC(F)(F)F)c1)c1ccc(Br)o1	1.1%	3%	-3%	-15%
CN(C)c1ccc(C2C=C(c3ccc(Cl)cc3OC(F)F)Nc3ncnn32)cc1 (stereo unspecified)	-0.7%	11%	-5%	-27%
CCOc1ccc(-c2c(C)nn3c(C)c(C(=O)NCCc4ccc(C)cc4)cnc23)cc1OCC	?	5%	-10%	-18%[10.9 µM]
O=C(O)/C=C/c1cccc(B(O)O)c1	/	0%	10%	-14%
Cc1nnc(SCC(=O)N2CCC(C(=O)Nc3nccs3)CC2)n1Cc1ccccc1	1.4%	3%	-2%	-4%
COc1ccc(CCNC(=O)Cn2c(=O)n(-c3cc(OC)c(OC)c(OC)c3)c(=O)c3ccccc32)cc1OC	?	-6%	-3%	6%[10.9 µM]
Nc1nnnn1/N=C/c1ccccc1OCc1ccc(Cl)cc1Cl	-0.1%	1%	2%	-15%
COc1ccc(-c2cc(C(=O)Nc3ccc(C)cc3)no2)cc1	5.2%	0%	-12%	-5%
Brc1ccc(-c2cnc(-c3cccs3)o2)cc1	8.8%	-7%	-11%	/
Cc1ccc2c(c1)cc(CN(Cc1ccco1)C(=O)COc1ccccc1)c1nnnn12	?	9%	-4%	-9%
CCC(C)Nc1nc(OCC(F)(F)F)nc(OCC(F)(F)F)n1 (stereo unspecified)	1.2%	0%	5%	-13%
COc1ccc(N2CCN(C(=O)c3c(C)nn(-c4ccc(F)cc4)c3-n3cccc3)CC2)cc1	?	3%	33%[activator]	19%[10.9 µM]
CCC1CN(C(=O)N2CCC(C(=O)N3CCN(c4cccc(C)c4C)CC3)CC2)c2ccccc2O1 (stereo unspecified)	?	1%	-21%	-17%[10.9 µM]
CCN(C(=O)Cn1c(=O)oc2cc(Cl)ccc21)c1cccc(C(F)(F)F)c1	?	-1%	18%	-2%[10.9 µM]
CC(C)CCNC(=O)c1ccc2c(c1)NC(=O)C(CS(=O)(=O)Cc1ccc(F)cc1)N2 (stereo unspecified)	-1.1%	-2%	11%	5%[10.9 µM]
O=C(CSc1ncccc1C(=O)Oc1ccccc1Cl)Nc1ccccc1Cl	-1.4%	-19%	?	-18%[10.9 µM]
O=C(CCS(=O)(=O)c1cccs1)Nc1ccc(C(=O)Nc2ccccc2F)cc1	?	6%	4%	-32%[inhibitor][10.9 µM]
COc1ccc(CNc2nc(-c3ccco3)nn2S(=O)(=O)c2ccc3ccccc3c2)cc1OC	0.3%	-6%	11%	-10%[10.9 µM]
CCc1ccccc1NC(=O)CSc1nnc(-c2ccccc2)c(-c2ccccc2)n1	?	6%	-15%	-6%[10.9 µM]
CN(C)/C=C1/C(=O)Nc2ccccc21	0.9%	6%	14%	-4%
COC(=O)c1cc2oc(C)cc2n1CC(=O)Nc1ccc(C)cc1C	-0.6%	7%	-20%	-7%[10.9 µM]
O=C(Cn1c(=O)oc2ccccc21)c1ccccc1	0.8%	7%	-1%	-9%
CC1(C)Cc2cccc(OCC(O)CN3CCN(c4ccccn4)CC3)c2O1 (stereo unspecified)	0.5%	-1%	8%	-9%
CCCn1cc(SCC(=O)NCc2ccco2)c2ccccc21	-0.7%	-7%	-5%	-16%
CC(C)(C)OC(=O)N[C@H](Cc1ccccc1)C(=O)N1CCC(C(=O)O)CC1	-1.2%	1%	-5%	5%

Four compounds picked at random from those above, as already listed:
SMILES	IkB signaling	p53ts 32C kill	p53ts 39C tox	Imprint erasure
COC(=O)c1cc2oc(C)cc2n1CC(=O)Nc1ccc(C)cc1C	-0.6%	7%	-20%	-7%[10.9 µM]
CC1(C)Cc2cccc(OCC(O)CN3CCN(c4ccccn4)CC3)c2O1 (stereo unspecified)	0.5%	-1%	8%	-9%
CCCn1cc(SCC(=O)NCc2ccco2)c2ccccc21	-0.7%	-7%	-5%	-16%
CN(C)/C=C1/C(=O)Nc2ccccc21	0.9%	6%	14%	-4%

Remaining list, next part.
SMILES	IkB signaling	p53ts 32C kill	p53ts 39C tox	Imprint erasure
CCN(C(=O)CSc1ccc2c(c1)OCCO2)C1CCS(=O)(=O)C1 (stereo unspecified)	1.0%	4%	9%	-9%
COC(=O)c1ccccc1NC(=O)c1ccc(=O)n(Cc2cccc(C)c2)c1	-0.4%	-1%	-25%	-6%[10.9 µM]
Cc1ccc2c(CNCCc3ccco3)c(C(=O)O)n(Cc3ccc(F)cc3)c2c1	-0.3%	0%	-22%	-19%[10.9 µM]
COc1ccccc1NC(=O)Cc1c(C(=O)O)[nH]c2ccc(Cl)cc12	-0.3%	-21%	30%	-16%[10.9 µM]
CN(C)CCNC(=O)c1coc(=O)c(Br)c1	2.7%	6%	4%	15%
COc1cccc(-c2nc(SCC(=O)N3CCc4ccccc43)c3c(=O)n(C)c(=O)n(C)c3n2)c1	2.2%	22%	8%	-7%[10.9 µM]
CCC(=O)Nc1nonc1-c1nc2ccccc2n1CC(C)C	0.4%	7%	3%	-4%
CC(C)NC[C@@H](O)COc1ccc(COCCOC(C)C)cc1	0.5%	-3%	-5%	-16%
Cc1ccc(Cl)cc1N1CCN(C(=O)CSc2nnc3n2C(C)(C)Cc2ccccc2-3)CC1	/	?	6%	/
NCC(=O)CCC(=O)O	/	1%	5%	-1%

An excerpt from above in order of molecular weight, smallest number first:
SMILES	IkB signaling	p53ts 32C kill	p53ts 39C tox	Imprint erasure
CN(C)CCNC(=O)c1coc(=O)c(Br)c1	2.7%	6%	4%	15%
CCC(=O)Nc1nonc1-c1nc2ccccc2n1CC(C)C	0.4%	7%	3%	-4%
CC(C)NC[C@@H](O)COc1ccc(COCCOC(C)C)cc1	0.5%	-3%	-5%	-16%
Cc1ccc2c(CNCCc3ccco3)c(C(=O)O)n(Cc3ccc(F)cc3)c2c1	-0.3%	0%	-22%	-19%[10.9 µM]
Cc1ccc(Cl)cc1N1CCN(C(=O)CSc2nnc3n2C(C)(C)Cc2ccccc2-3)CC1	/	?	6%	/
COc1cccc(-c2nc(SCC(=O)N3CCc4ccccc43)c3c(=O)n(C)c(=O)n(C)c3n2)c1	2.2%	22%	8%	-7%[10.9 µM]

Next results
SMILES	IkB signaling	p53ts 32C kill	p53ts 39C tox	Imprint erasure
c1ccc(CC2CCN(Cc3nc(-c4ccccc4)no3)CC2)cc1	?	-6%	-8%	-26%
CCOC(=O)Cc1ccc(NC(=O)N2CC(C)Oc3ccc(Cl)cc32)cc1 (stereo unspecified)	-0.7%	-1%	-21%	-3%[10.9 µM]
Cc1cccc(NC(=O)c2ccc3snnc3c2)c1C	?	1%	?	-3%[10.9 µM]
Cc1nc2[nH]c(=O)c3c(n2n1)NC1=C(C(=O)CC(C)(C)C1)C3c1ccc(F)cc1 (stereo unspecified)	-0.6%	-2%	-15%	5%
O=C(Cc1cccs1)Nn1c(Cc2cccs2)nc2ccccc2c1=O	3.8%	1%	12%	-13%
C=CCn1c(NCCc2ccccc2)nc2c1c(=O)n(C)c(=O)n2C	-0.5%	-2%	-11%	-3%
COc1ccc(CCNC(=O)c2ccc3c(c2)c(C)c(C)n3Cc2ccccc2)c(OC)c1OC	-2.1%	3%	-9%	12%[10.9 µM]
COc1ccc(CN2CCN(C)CC2)cc1OCc1ccccc1	0.0%	3%	-8%	-18%
O=C(c1ccc(Br)cc1)N(Cc1cccs1)c1ccc(F)cc1	?	1%	-14%	19%[10.9 µM]
COc1ccc(NC(=O)N2CCCC3(CCN(C(=O)c4ccc(OC)cc4)CC3)C2)cc1	-0.8%[11.4 µM]	-2%	-6%	/
O=C(NCC1CCCO1)c1ccc(/C=N/O)nc1 (stereo unspecified)	-1.0%	-6%	10%	1%
CCOc1cc2[nH]c(=O)n(CCCCC(=O)N3CCN(c4cccc(Cl)c4)CC3)c(=O)c2cc1OCC	?	1%	-19%	?
Cc1nc(N2CCOCC2)c2c(C(=O)N3CCN(c4ccccc4F)CC3)c(C)oc2n1	-1.8%	10%	10%	7%[10.9 µM]
CCc1cc2c(cc3c(=O)n(CC(=O)N4CCN(c5cc(Cl)ccc5C)CC4)nc(CC)n32)s1	-1.4%	-1%	-8%	4%[10.9 µM]
CC(NC(=O)c1ccc2nc(CCc3ccccc3)oc2c1)c1ccccc1 (stereo unspecified)	-0.5%	-11%	-16%	-4%[10.9 µM]
O=C1CCCC2=C1C(c1ccsc1)CC(=O)N2c1ccccc1 (stereo unspecified)	-1.5%	-4%	15%	-4%
CCCn1c(=NC(C)=O)c(C(=O)OCC)cc2c(=O)n3ccccc3nc21	-4.7%	12%	9%	-16%
CC(C)COC(=O)C1C2C=CC3(CN(C4CCCC4)C(=O)C13)O2 (stereo unspecified)	-0.5%	-5%	-1%	-5%
COc1ccccc1NC(=O)c1sc2nc(-c3ccco3)ccc2c1N	-0.6%	3%	11%	-7%
Cc1nc2sc3c(c2c(=O)o1)CCC3	2.8%	-1%	7%	-5%
Cc1c(C(=O)N2CCC(C)CC2)c(S(=O)(=O)NCc2ccccc2)c(C)n1C	0.1%	3%	-10%	-8%[10.9 µM]
CCOC(=O)C1CCCN(C(=O)C2CCN(c3nnc(-n4cccc4)s3)CC2)C1 (stereo unspecified)	2.0%	-7%	-1%	-14%
CCN(CC)c1ccc2cc(-c3nc(-c4cccs4)no3)c(=O)oc2c1	?	4%	-9%	-10%[10.9 µM]
Cc1cc(C(=O)Nc2cccc(O)c2)co1	0.6%	-30%	-13%	-43%[inhibitor]
O=C(Nc1cccc(O)c1)c1cccc(S(=O)(=O)N2CCCC2)c1	3.9%	3%	-7%	-19%
COC(=O)c1cc(NC(=O)c2sc3ncn(Cc4cccc(F)c4)c(=O)c3c2C)cc(C(=O)OC)c1	0.4%	1%	-16%	-17%[10.9 µM]
CCc1ccccc1NC(=O)c1ccc2c(c1)N(Cc1cc(C)ccc1C)C(=O)c1ccccc1S2(=O)=O	0.1%	6%	5%	-12%[10.9 µM]
Cc1ccc(-c2cc(C(=O)Nc3cccnc3)c3ccccc3n2)o1	22%	-17%	-11%	-33%[inhibitor]
O=C(CSCc1nc2ccccc2[nH]1)N1CCN(c2cccc(Cl)c2)CC1	?	-1%	6%	-17%
